High-throughput results: PubChem, Broad Institute
ROS inducer: ROS inducers in U2OS cancer cells, primary screen, cell-based, H2DCF-DA fluorescence. 2% of 46,000 active. U2OS ROS induction. ROS induction (% of piperlongumine), % at 10 µM; in the data active means ROS induction above about 79%, passing the limit was not always enough; inconclusive means no clear call, values can overlap the other calls;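 further: 0% = DMSO vehicle median and 100% = reference compound median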
The depositor's hits bear a star; ? = inconclusive. An excerpt; the hit share may differ from the screen's.

Start of the data: the first 2 records (preview)
C[C@@H]1CN([C@H](C)CO)C(=O)Cc2cc(NS(C)(=O)=O)ccc2O[C@H]1CN(C)S(=O)(=O)c1ccc(Cl)cc1
  ROS inducer = 1.1

C[C@H]1CN([C@@H](C)CO)C(=O)c2cc(NC(=O)Cc3ccccc3)ccc2O[C@H]1CN(C)Cc1ccc(C(F)(F)F)cc1
  ROS inducer = 3.2

The whole of this part, from the first entry:
C[C@@H]1CN([C@H](C)CO)C(=O)Cc2cc(NS(C)(=O)=O)ccc2O[C@H]1CN(C)S(=O)(=O)c1ccc(Cl)cc1
  ROS inducer = 1.1

C[C@H]1CN([C@@H](C)CO)C(=O)c2cc(NC(=O)Cc3ccccc3)ccc2O[C@H]1CN(C)Cc1ccc(C(F)(F)F)cc1
  ROS inducer = 3.2

COc1ccc(NC(=O)Nc2cccc3c2O[C@H](CN(C)Cc2ccccc2)[C@H](C)CN([C@@H](C)CO)C3=O)cc1
  ROS inducer = 17.3

O=C(CCCCC(=O)N/N=C/c1ccc(C(=O)O)cc1)NO
  ROS inducer = -16.0

C[C@@H]1CN([C@H](C)CO)C(=O)c2cccc(NC(=O)C3CCOCC3)c2O[C@H]1CN(C)Cc1ccc(C(F)(F)F)cc1
  ROS inducer = 18.4

O=S(=O)(c1cccs1)N1CCC(C(c2ccccc2)c2ccccc2)CC1
  ROS inducer = 5.9

COc1cc(O)c2c(c1)CCc1cc(OC)c(OC)cc1-2
  ROS inducer = -8.4

COc1ccc(NC(=O)Nc2ccc3c(c2)C(=O)N([C@H](C)CO)C[C@@H](C)[C@@H](CN(C)Cc2ccc(C(=O)O)cc2)O3)cc1
  ROS inducer = -8.5

C[C@@H]1CN([C@@H](C)CO)C(=O)c2cc(NC(=O)CCC(F)(F)F)ccc2O[C@H]1CN(C)Cc1ccccc1
  ROS inducer = -9.7

O=C(CNC(=S)N(Cc1ccccc1F)C1CCCCC1)N1CCc2ccccc21
  ROS inducer = -1.9

Cc1cc(Cl)ccc1NC(=O)CN1CCC(C(N)=O)(N2CCCCC2)CC1
  ROS inducer = -5.8

C[C@@H]1CN([C@@H](C)CO)C(=O)c2cc(NC(=O)Nc3ccc(F)cc3)ccc2O[C@@H]1CN(C)C(=O)NC1CCCCC1
  ROS inducer = 3.8

C[C@H]1CN([C@@H](C)CO)C(=O)c2cc(NC(=O)CCN3CCOCC3)ccc2O[C@H]1CN(C)CC1CC1
  ROS inducer = -18.1

Cc1noc(C)c1S(=O)(=O)N(C)C[C@@H]1Oc2ccc(NC(=O)C3CCCCC3)cc2CC(=O)N([C@@H](C)CO)C[C@@H]1C
  ROS inducer = -2.5

C=C1CC[C@@H]2[C@](C)(CO[C@@H]3O[C@H](CO)[C@@H](O)[C@H](O)[C@H]3O)CCC[C@@]2(C)[C@@H]1CCC1=CCOC1=O
  ROS inducer = -1.7

NCCCCNS(=O)(=O)c1ccc2ccccc2c1
  ROS inducer = -2.2

COc1cc2c(cc1NC(=O)CSc1nnc(-c3cnccn3)n1-c1ccccc1)oc1ccccc12
  ROS inducer = 5.5

Cc1noc(C)c1S(=O)(=O)Nc1cccc2c1O[C@@H](CN(C)C(=O)Nc1ccc(C(F)(F)F)cc1)[C@@H](C)CN([C@H](C)CO)C2=O
  ROS inducer = -1.2

COc1cccc(S(=O)(=O)N(C)C[C@H]2OCc3cnnn3CCCC(=O)N([C@@H](C)CO)C[C@H]2C)c1
  ROS inducer = 10.8

COC(=O)c1cccc(NC(=O)COc2ccc(OC)cc2)c1C
  ROS inducer = -0.2

COc1ccc(CN(C)C[C@@H]2Oc3ccc(NS(=O)(=O)c4ccccc4)cc3CC(=O)N([C@H](C)CO)C[C@@H]2C)cc1
  ROS inducer = -12.6

CCOc1ccc2c(c1)sc(=NC(=O)c1ccc(S(=O)(=O)N3CCCCC3C)cc1)n2CC (stereo not drawn)
  ROS inducer = -1.3

C[C@@H]1CN([C@H](C)CO)C(=O)c2cccc(NC(=O)Nc3ccc4c(c3)OCO4)c2O[C@H]1CN(C)C(=O)Nc1ccccc1
  ROS inducer = -5.7

C[C@H](CO)N1C[C@H](C)[C@@H](CN(C)C(=O)Nc2ccc(C(F)(F)F)cc2)Oc2c(NS(=O)(=O)c3cccs3)cccc2C1=O
  ROS inducer = 12.9

COc1ccc(CNC(=O)CC2Oc3ccccc3NC2=O)cc1 (stereo not drawn)
  ROS inducer = -6.9

COc1ccc(NC(=O)c2ccc3c(=O)n(CCc4ccccc4)c(=S)[nH]c3c2)cc1
  ROS inducer = -5.6

O=C(OC1OC(CO)C(O)C(O)C1O)c1c(O)cc(O)cc1/C=C/c1ccccc1 (stereo not drawn)
  ROS inducer = -11.8

C[C@@H]1CN([C@@H](C)CO)C(=O)c2cc(NC(=O)Nc3cccc4ccccc34)ccc2O[C@H]1CN(C)Cc1ccc(C(=O)O)cc1
  ROS inducer = -5.0

CCCC1CCC(c2ccc(C(N)=O)cc2)CC1 (stereo not drawn)
  ROS inducer = -3.7

O=C(CCN1C(=O)c2ccccc2C1=O)NC(=S)Nc1ccccc1
  ROS inducer = -16.4

CC1CCN(c2nnc(N)s2)CC1
  ROS inducer = -20.3

COC1=CC(=O)O[C@@H](CCc2ccccc2)[C@H]1O
  ROS inducer = -12.9

Cc1cc(C)nc(/N=C2\NC(=O)CC(C(=O)O)N2c2ccc(Oc3ccccc3)cc2)n1 (stereo not drawn)
  ROS inducer = -5.6

C[C@H]1CN([C@@H](C)CO)C(=O)c2cccc(NC(=O)c3ccncc3)c2O[C@H]1CN(C)Cc1ccccc1
  ROS inducer = -3.0

COc1ccc(NC(=O)N(C)C[C@H]2Oc3c(NC(=O)C4CC4)cccc3C(=O)N([C@@H](C)CO)C[C@H]2C)cc1
  ROS inducer = -11.6

C[C@H]1CN([C@@H](C)CO)C(=O)c2cccc(NS(=O)(=O)c3ccccc3)c2O[C@H]1CN(C)Cc1ccc2c(c1)OCO2
  ROS inducer = -0.3

COC(=O)CN(c1ccc(Cl)c(C(F)(F)F)c1)S(=O)(=O)c1ccc(C)cc1
  ROS inducer = 13.4

C[C@@H]1CN([C@H](C)CO)C(=O)c2cccc(NC(=O)Nc3ccc(F)cc3)c2O[C@@H]1CN(C)S(=O)(=O)c1ccccc1
  ROS inducer = 4.1

O=C(CSc1nc2ccccc2c(=O)n1-c1ccc(Br)cc1)Nc1cccc(F)c1
  ROS inducer = -12.5

COc1ccc(OC)c(N/C=C(\C#N)c2nc(-c3cc4ccccc4oc3=O)cs2)c1
  ROS inducer = 6.2

C[C@@H]1CN([C@H](C)CO)C(=O)c2cc(NC(=O)Nc3cccc4ccccc34)ccc2O[C@H]1CN(C)S(=O)(=O)c1cccs1
  ROS inducer = 7.5

COc1ccc(NC(=O)N(C)C[C@@H]2OCCCC[C@@H](C)Oc3ccc(NS(=O)(=O)c4c(C)noc4C)cc3C(=O)N([C@H](C)CO)C[C@@H]2C)cc1
  ROS inducer = 1.2

Cc1cc(C)c(-n2c(SCCS(=O)(=O)c3ccc(F)cc3)n[nH]c2=O)c(C)c1
  ROS inducer = -20.5

O=C(O)COc1ccccc1-c1nc(-c2ccccc2)c(-c2ccccc2)[nH]1
  ROS inducer = -3.8

CC1(C)CC[C@]2(C(=O)O[C@@H]3O[C@H](CO[C@@H]4O[C@H](CO)[C@@H](O)[C@H](O)[C@H]4O)[C@@H](O)[C@H](O)[C@H]3O)CC[C@]3(C)C(=CCC4[C@@]5(C)CC[C@H](O[C@@H]6OC[C@H](O)[C@H](O)[C@H]6O)C(C)(C)C5CC[C@]43C)[C@@H]2C1 (stereo partly drawn)
  ROS inducer = 4.3

C[C@@H]1CN([C@@H](C)CO)C(=O)CCCn2cc(nn2)CO[C@@H]1CN(C)Cc1ccncc1
  ROS inducer = 26.2

C[C@@H]1CN([C@H](C)CO)C(=O)Cc2cc(NS(=O)(=O)c3ccc(Cl)cc3)ccc2O[C@@H]1CN(C)Cc1ccc(C(F)(F)F)cc1
  ROS inducer = 2.2

Cc1ccc(S(=O)(=O)Nc2ccc3c(c2)C(=O)N([C@H](C)CO)C[C@H](C)[C@H](CN(C)C(=O)Nc2c(C)noc2C)OCCCC[C@@H](C)O3)cc1
  ROS inducer = 8.6

COC(=O)c1cc(C2CC2)[nH]n1
  ROS inducer = 0.2

C[C@@H]1CCCCO[C@H](CN(C)Cc2ccncc2)[C@@H](C)CN([C@H](C)CO)C(=O)c2cc(NS(=O)(=O)c3ccc(Cl)cc3)ccc2O1
  ROS inducer = 36.3

Of the compounds above, three contain an aryl thioether with sulfur outside any ring.
COc1cc2c(cc1NC(=O)CSc1nnc(-c3cnccn3)n1-c1ccccc1)oc1ccccc12
  ROS inducer = 5.5

O=C(CSc1nc2ccccc2c(=O)n1-c1ccc(Br)cc1)Nc1cccc(F)c1
  ROS inducer = -12.5

Cc1cc(C)c(-n2c(SCCS(=O)(=O)c3ccc(F)cc3)n[nH]c2=O)c(C)c1
  ROS inducer = -20.5

(listing goes on)
Cc1noc(C)c1S(=O)(=O)N(C)C[C@H]1Oc2ccc(NS(=O)(=O)c3ccc(F)cc3)cc2C(=O)N([C@@H](C)CO)C[C@H]1C
  ROS inducer = 8.3

O=C(COc1ccc(S(=O)(=O)N2CCOCC2)cc1)Nc1ccc2c(c1)OCCO2
  ROS inducer = 5.7

COc1ccc(CN(C)C[C@H]2Oc3c(NS(=O)(=O)c4ccc(F)cc4)cccc3C(=O)N([C@H](C)CO)C[C@H]2C)cc1
  ROS inducer = 16.9

C[C@@H]1CN([C@H](C)CO)C(=O)c2cccc(NS(=O)(=O)c3cccs3)c2O[C@@H]1CN(C)C(=O)Nc1ccc(F)cc1
  ROS inducer = 0.3

O=C(NC1CCCC1)c1cc2nc(-c3ccccc3)cc(-c3ccccc3)n2n1
  ROS inducer = 20.0

C[C@H]1CN([C@@H](C)CO)C(=O)c2cc(NC(=O)CCCCCC(=O)Nc3ccccc3N)ccc2O[C@@H]1CN(C)CC1CCCCC1
  ROS inducer = 10.4

CC(C)NC(=O)Nc1ccc2c(c1)CC(=O)N([C@H](C)CO)C[C@@H](C)[C@@H](CN(C)Cc1ccccc1)O2
  ROS inducer = 9.9

C[C@@H]1CN([C@H](C)CO)C(=O)Cc2cc(NC(=O)Cn3cnnn3)ccc2O[C@H]1CN(C)Cc1ccc(C(F)(F)F)cc1
  ROS inducer = 20.1

COc1ccc2c(=O)cc(-c3ccccc3)oc2c1
  ROS inducer = 0.5

CCCn1c(SCC(=O)N2CCOCC2)nnc1-c1ccncc1
  ROS inducer = 4.8

Cc1noc(C)c1NC(=O)N(C)C[C@@H]1OCc2cnnn2CCCC(=O)N([C@H](C)CO)C[C@H]1C
  ROS inducer = 23.4

CN(C)CCc1c[nH]c2ccc(CS(=O)(=O)N3CCCC3)cc12
  ROS inducer = -5.1

CCCCOc1cc(CC2CNC(=O)N2)ccc1OC (stereo not drawn)
  ROS inducer = -5.3

C[C@H]1CN([C@@H](C)CO)C(=O)c2cccc(NC(=O)Nc3ccc4c(c3)OCO4)c2O[C@@H]1CN(C)C(=O)Nc1ccc(C(F)(F)F)cc1
  ROS inducer = -4.0

COc1ccc(NC(=O)N(C)C[C@@H]2Oc3c(NC(=O)Nc4ccccc4)cccc3C(=O)N([C@@H](C)CO)C[C@@H]2C)cc1
  ROS inducer = -3.2

COc1ccc(NC(=O)Nc2cccc3c2O[C@H](CN(C)CC2CC2)[C@@H](C)CN([C@@H](C)CO)C3=O)cc1
  ROS inducer = 0.0

COc1ccc(CN(C)C[C@H]2OCCCC[C@@H](C)Oc3ccc(NS(=O)(=O)c4ccc(F)cc4)cc3C(=O)N([C@H](C)CO)C[C@@H]2C)cc1
  ROS inducer = 27.4

CC(C)S(=O)(=O)c1csc(NC(=O)N2CCCCC2)c1Cl
  ROS inducer = 7.7

C[C@H](CO)N1C[C@H](C)[C@H](CN(C)S(=O)(=O)c2ccccc2)Oc2ncc(C#Cc3ccc(F)cc3)cc2C1=O
  ROS inducer = ?

C[C@H](CO)N1C[C@H](C)[C@@H](CN(C)S(C)(=O)=O)Oc2c(NC(=O)Nc3ccccc3)cccc2C1=O
  ROS inducer = 0.7

Cc1occc1-c1nnc2sc(-c3ccc(-c4ccccc4[N+](=O)[O-])o3)nn12
  ROS inducer = 11.7

S=C(NC1CCCCC1)C12CCC3CC(CC(C3)C1)C2
  ROS inducer = ?

C[C@H](CO)N1C[C@H](C)[C@H](CN(C)S(=O)(=O)c2ccc(C#N)cc2)Oc2ncc(-c3ccccc3)cc2C1=O
  ROS inducer = 15.1

C[C@@H]1CN([C@H](C)CO)C(=O)c2cc(NS(=O)(=O)c3ccc(Cl)cc3)ccc2O[C@H]1CN(C)Cc1ccc(Cl)c(Cl)c1
  ROS inducer = 45.3

COc1ccc(S(=O)(=O)Nc2ccc3c(c2)CC(=O)N([C@H](C)CO)C[C@@H](C)[C@@H](CN(C)S(=O)(=O)c2ccc(F)cc2)O3)cc1
  ROS inducer = 1.9

C[C@H]1CN([C@@H](C)CO)C(=O)c2cccc(NC(=O)c3nc4ccccc4s3)c2O[C@H]1CN(C)C(=O)Nc1ccc(C(F)(F)F)cc1
  ROS inducer = 63.5

C[C@@H]1CN([C@H](C)CO)C(=O)c2cccc(NS(C)(=O)=O)c2O[C@H]1CN(C)C(=O)Nc1ccc(C(F)(F)F)cc1
  ROS inducer = -8.3

C[C@H](CO)N1C[C@H](C)[C@H](CN(C)Cc2ccncc2)Oc2ccc(N(C)C)cc2CC1=O
  ROS inducer = 18.2

C[C@@H]1CN([C@@H](C)CO)C(=O)c2cc(NS(=O)(=O)c3cn(C)cn3)ccc2O[C@H]1CN(C)C(=O)Nc1ccccc1
  ROS inducer = -5.0

CCN(CC)CCOC(=O)C1(c2ccc([N+](=O)[O-])cc2)CCCC1
  ROS inducer = -10.8

Cc1ccc(S(=O)(=O)Nc2ccc3c(c2)C(=O)N([C@@H](C)CO)C[C@@H](C)[C@@H](CN(C)Cc2ccncc2)O3)cc1
  ROS inducer = 0.7

C[C@@H]1CN([C@H](C)CO)C(=O)Cc2cc(NC(=O)C3CCCCC3)ccc2O[C@@H]1CN(C)C(=O)Nc1ccccc1
  ROS inducer = -5.1

O=C(N(c1ccccc1)c1ccc(F)cc1)C12CC3CC(CC(C3)C1)C2
  ROS inducer = 23.5

CSc1nc2sc3c(c2c(=O)n1CC(C)C)CCC3
  ROS inducer = 10.2

C[C@H]1CN([C@@H](C)CO)C(=O)Cc2cc(N(C)C)ccc2O[C@@H]1CN(C)S(=O)(=O)c1ccc(F)cc1
  ROS inducer = -6.7

CCOC(=O)c1c(NC(=O)CSc2nc(C)cc(C(F)(F)F)n2)sc2c1CCCC2
  ROS inducer = -3.4
